Source: PubChem (several laboratories)
PriA SSB inh – blocks PriA binding to SSB C-terminal tail | inhibition, % at 33 µM | 430,000 compounds, 0.6% hits | AlphaScreen SSBct-PriA binding, biotinylated peptide; in the data active means inhibition mostly above about 37%, no sharp cut-off; inactive means mostly below about 20%;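 further: plate controls were negative control peptide for no effect and reference peptide for full effect; strong numbers were not always called active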
Anthrax LF inh2 – blocks Bacillus anthracis lethal factor protease | AID 588501 | multiplex microsphere protease cleavage assay, LF | 360,000 compounds, 0.12% hits | P15917 | inhibition, % at 10 µM; further: plate controls were buffer without enzyme for full effect and enzyme alone for no effect
Target sequence (P15917 whole entry, looked up): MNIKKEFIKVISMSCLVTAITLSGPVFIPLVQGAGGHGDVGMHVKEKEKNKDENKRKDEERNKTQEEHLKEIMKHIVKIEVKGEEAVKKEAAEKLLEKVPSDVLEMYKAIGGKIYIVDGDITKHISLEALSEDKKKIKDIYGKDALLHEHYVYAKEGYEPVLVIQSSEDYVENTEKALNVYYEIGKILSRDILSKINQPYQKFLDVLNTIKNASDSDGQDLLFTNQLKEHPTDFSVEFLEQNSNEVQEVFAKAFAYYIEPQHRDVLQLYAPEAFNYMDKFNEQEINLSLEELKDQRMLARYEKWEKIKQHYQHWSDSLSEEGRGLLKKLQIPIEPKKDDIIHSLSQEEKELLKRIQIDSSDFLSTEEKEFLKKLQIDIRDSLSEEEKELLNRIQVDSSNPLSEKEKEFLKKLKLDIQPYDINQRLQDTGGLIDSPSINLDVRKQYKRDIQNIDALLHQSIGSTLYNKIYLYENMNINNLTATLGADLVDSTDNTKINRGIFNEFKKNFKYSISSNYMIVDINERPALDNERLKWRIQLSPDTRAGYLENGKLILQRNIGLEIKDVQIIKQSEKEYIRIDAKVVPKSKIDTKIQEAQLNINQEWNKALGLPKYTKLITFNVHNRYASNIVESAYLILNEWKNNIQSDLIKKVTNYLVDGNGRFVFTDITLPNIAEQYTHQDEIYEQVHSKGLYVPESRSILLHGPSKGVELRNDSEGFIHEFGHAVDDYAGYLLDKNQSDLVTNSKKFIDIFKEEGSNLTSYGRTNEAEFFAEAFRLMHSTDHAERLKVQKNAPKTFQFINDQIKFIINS
PrPC TRFRET – inhibitors of human cell surface prion protein PrPC; inhibition, % at 13.8 µM; P04156; TR-FRET read-out; 370,000 compounds, 0.43% hits; in the data active means inhibition above about 24%; further: 0% = median of the test wells and 100% = reference compound wells
BoNT A protease – BoNT A light chain protease inhibition. AID 588499. 360,000 compounds, 0.17% hits. multiplex microsphere protease substrate cleavage, flow cytometry. inhibition, % at 10 µM; further: plate controls were buffer without enzyme for full effect and enzyme alone for no effect
Y pestis TopoI – blocks Yersinia pestis topoisomerase I activity | 360,000 compounds, 0.064% hits | Y. pestis Topo-I cleavage product accumulation, plate reader | activity, % at 10 µM; in the data active means activity above about 50%, passing the limit was not always enough; inconclusive means no clear call, values can overlap the other calls; further: inactives centre near 2
PfHsp40 yeast – rescue of PfHsp40-mediated yeast toxicity; S. cerevisiae expressing PfHsp40, growth rescue, ATP luminescence; AID 504582; 340,000 compounds, 0.68% hits; growth rescue, % at 12.5 µM; in the data active means growth rescue above about 28%, passing the limit was not always enough; inconclusive means no clear call, values can overlap the other calls;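 further: yeast W303a lacking pdr1 and pdr3 grown in galactose medium; growth measured after three days at 30 °C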
TcdB GH inh – inhibitors of Clostridioides difficile toxin B glycohydrolase | P18177 | TcdB glycohydrolase enzymatic assay, plate reader | inhibition, % at 9.99 µM | 350,000 compounds, 0.24% hits | AID 652162; in the data active means inhibition above about 10%
BH1578 lux ind – quorum light induction in luxS cqsA deficient V. cholerae; V. cholerae BH1578 lux reporter, luminescence, 6 h; activation, % at 18.7 µM; 350,000 compounds, 0.16% hits; in the data active means activation mostly above about 9.7%, no sharp cut-off; inconclusive means no clear call, values can overlap the other calls; inactive means mostly below about 3.7%; further: not every result past the cut was called active; inactives centre near 0; reference of the scale not given here
SARS 3CLpro inh – SARS-CoV 3CLpro protease inhibition. P0C6X7. recombinant SARS-CoV 3CLpro, quenched FRET peptide cleavage. inhibition, % at 6 µM. 290,000 compounds, 0.14% hits. AID 1706; in the data active means inhibition above about 12%
* hit, by the source's call; i = inactive; u = inconclusive; x = not tested or not shown. Unless noted, no stated cut-off is given here; in the data, active means inhibition above about 30%; inconclusive means no clear call, values can overlap the other calls; inactive means below that. An excerpt; count on the stated rates, not on these rows.

SMILES	PriA SSB inh	Anthrax LF inh2	PrPC TRFRET	BoNT A protease	Y pestis TopoI	PfHsp40 yeast	TcdB GH inh	BH1578 lux ind	SARS 3CLpro inh
COc1ccc(C)cc1NC(=O)CSc1ccc(-c2cccnc2)nn1	4	2	9	-0.5	6	u	1.7	-0.5	4
CCCCOc1ccc(NC(=O)CSc2cccc3cccnc23)cc1	4	2	10	-0.1	34	-1.4	-0.9	0.8	0
COc1ccccc1NC(=O)/C(=C/c1cccs1)NC(=O)c1ccco1	0	x	-2	x	-4	0.2	0.2	-0.8	5
O=C(COC(=O)COc1ccccc1[N+](=O)[O-])Nc1ccc(S(=O)(=O)N2CCCCC2)cc1	8	3	6	0.2	10	2.4	x	-0.7	10
Cc1ccc(OCCCC(=O)NNC(=O)c2ccccn2)cc1	-7	2	6	-0.4	-6	0.2	1.8	-8.3	x
O=C(N/N=C/c1cccs1)[C@H]1C[C@@H]1c1ccccc1	x	-7	-2	-0.5	3	-2.4	x	-3.1	2
Cc1cc(C)nc(NS(=O)(=O)c2ccc(NC(=S)NC(=O)C3CCCC3)cc2)n1	7	2	3	0.5	-11	0.4	x	-0.4	-1
COC(=O)CCS(=O)(=O)c1ccc(NC(C)=O)cc1	-3	0	3	0.0	-8	-1.8	0.7	i	0
N#Cc1nc(COc2ccccc2)oc1N1CCOCC1	7	-6	4	-1.4	0	0.1	-0.7	-0.3	4
Cc1c(OCC(=O)C(C)(C)C)ccc2c3c(c(=O)oc12)CCCC3	-5	28	12	0.6	43	-1.1	0.0	-0.5	0
COC(=O)/C(=C\C(=O)c1ccccc1)Nc1ccc(OC)cc1	x	-8	-5	-0.3	6	-0.5	1.5	-0.3	1
Cc1cc(C)n2nc(C(=O)N/N=C/C=C/c3ccccc3)nc2n1	i	x	-2	x	0	x	5.6	-0.4	0
COC1OC2COC(c3ccccc3)OC2C(O)C1NC(=O)c1ccccc1 (stereo not given)	-12	3	1	0.3	-4	0.2	-0.1	i	x
CCOC(=O)N1CCN(S(=O)(=O)N2CCCC(C(=O)NCc3ccc(OC)cc3OC)C2)CC1 (stereo not given)	-14	0	-4	1.1	10	-0.5	-1.3	0.7	-3
C=C[C@H]1C(O[C@@H]2O[C@H](CO)[C@@H](O)[C@H](O)[C@H]2O)OC=C2C(=O)N3CCc4cc(OC)c(O)cc4[C@H]3C[C@H]21 (stereo not given in full)	-7	-8	5	-1.1	-5	-0.1	2.3	-0.3	x

By substructure: the compounds so far containing an aryl thioether with sulfur outside any ring
SMILES	PriA SSB inh	Anthrax LF inh2	PrPC TRFRET	BoNT A protease	Y pestis TopoI	PfHsp40 yeast	TcdB GH inh	BH1578 lux ind	SARS 3CLpro inh
COc1ccc(C)cc1NC(=O)CSc1ccc(-c2cccnc2)nn1	4	2	9	-0.5	6	u	1.7	-0.5	4
CCCCOc1ccc(NC(=O)CSc2cccc3cccnc23)cc1	4	2	10	-0.1	34	-1.4	-0.9	0.8	0

The list goes on:
SMILES	PriA SSB inh	Anthrax LF inh2	PrPC TRFRET	BoNT A protease	Y pestis TopoI	PfHsp40 yeast	TcdB GH inh	BH1578 lux ind	SARS 3CLpro inh
CCCCCCSc1ccc(-c2nc3ccc(C)cn3c2NC2CCCCC2)cc1	-5	-6	-2	-0.1	-4	-0.1	-1.2	i	x
CCc1[nH]nc(C(=O)N2CCCC(C(=O)c3cccc(C(F)(F)F)c3)C2)c1C (stereo not given)	-10	0	12	0.8	6	-1.2	1.3	-0.3	-4
CC(O)c1cc2c(s1)c1cnn(Cc3ccccc3F)c(=O)c1n2C (stereo not given)	15	-6	x	0.3	1	-0.5	x	i	x
CCC1C2CC3C4N(C)c5ccccc5C45CC(C2C5O)N3C1O (stereo not given)	x	-3	-6	-0.4	3	x	1.8	-0.3	x
Cn1c(SCc2ccc3c(c2)OCO3)nnc1-c1ccccc1	5	-5	5	0.6	0	-0.4	x	i	1
CCCCn1c(N)c(N(CCOC)C(=O)c2oc3ccc(OCC)cc3c2C)c(=O)[nH]c1=O	3	6	-2	-5.4	-11	-1.1	1.6	0.8	x
CCN(C(=O)COC(=O)CNS(=O)(=O)c1ccccc1)c1ccccc1	-8	-3	-4	-0.5	2	1.3	-0.8	-0.5	-1
Cn1c(-c2ccc3c(c2)OCO3)c(C(=O)O)c(=O)c2ccccc21	-1	2	-11	-0.4	-6	-1.0	1.6	i	-4
Cc1ccc(-c2n[nH]c(=O)c3ccccc23)cc1N	-9	-1	5	0.3	1	0.6	x	-0.7	1
CCOc1cc(C(=O)NC2CCCCCCC2)cc(OCC)c1OCC	-6	-1	7	0.1	-6	-0.7	-1.2	-0.5	x
Cc1cc(NC(=O)NCc2ccco2)ccc1NC(=O)NCc1ccco1	2	-2	1	-0.6	-7	-0.8	0.8	i	x
O=C(Nc1ccccc1-c1ccccc1)NC1CCN(C(=O)N2CCOCC2)CC1	-12	6	-7	2.1	-9	-1.1	x	-0.6	-5
Cc1ccc(S(=O)(=O)c2cnc(-c3ccccc3)nc2N2CCCCC2)cc1	-4	-1	-2	-0.4	6	-0.1	1.6	-0.7	-3
CCOC(=O)C1=C(C)Nc2ccc(C)cc2S1	29	-6	-4	-0.8	-13	0.5	x	-0.6	-1
CCOc1ccccc1NC(=O)CN(c1ccc(OC)cc1)S(=O)(=O)c1c(C)[nH]c(=O)[nH]c1=O	2	1	4	2.5	3	-0.8	0.4	i	1
O=C(NC(Cc1ccccc1)C(=O)O)/C(=C/c1cccc([N+](=O)[O-])c1)NC(=O)c1cccc(Br)c1 (stereo not given)	-3	-5	-12	-5.2	1	1.8	0.4	-0.4	0
COc1ccc(-n2c(SC(C)C(=O)N3CCOCC3)nc3ccccc3c2=O)cc1 (stereo not given)	-3	-1	-1	1.9	11	1.1	2.6	i	2
O=C(Cc1ccccc1)NCCN1CCCC1	-3	-5	-1	0.3	7	-0.1	0.8	-0.4	-4
O=C(/C=C/c1ccc(OCCCF)cc1)Nc1ccnc(-c2ccncc2)n1	-15	0	0	-0.9	-4	-0.9	1.1	-0.1	-1
O=C(COc1ccc(F)cc1Br)NCCCN1CCCC1=O	-15	3	-5	1.8	7	0.0	1.1	-1.8	x
CC(=O)Nc1ccc(S(=O)(=O)NCCCc2ccccc2)cc1	-9	9	6	1.8	8	2.3	0.4	i	0
CCOCC(=O)Nc1cccc(Br)c1	-10	-9	9	0.1	-6	0.0	x	i	-9
c1ccc(CN2CCN(C(c3ccccc3)c3ccccc3)CC2)cc1	-7	-12	5	-3.9	14	1.2	-3.2	-0.6	-8
COc1ccc(-n2cc([N+](=O)[O-])c(=O)c3ccc(Cl)cc32)cc1	-1	14	-1	-1.0	0	0.0	0.5	-0.2	x
CC1CC2(CCCC2)N(C(=O)N(C)C)c2ccc(F)cc21 (stereo not given)	-1	0	-2	1.7	0	-0.4	-0.5	0.8	1
O=CNNC(=O)c1cccc([N+](=O)[O-])c1	-2	-2	-5	0.0	-3	0.5	0.0	-0.4	0
C[C@H](O)[C@@H]1C(=O)N2CCc3ccc(N4CCOCC4)cc3[C@@H]2C[C@@H]1N(C)C(=O)C(C)(C)C	-1	2	-1	-0.3	7	0.4	-0.2	-0.5	x
c1ccc(-n2c(-c3ccncc3)nnc2-c2cccs2)cc1	-5	4	3	-1.1	-1	-0.6	x	i	11
O=C1NC2(CCCCC2)C(=O)N1CCS(=O)(=O)Oc1ccccc1	-8	-7	-1	1.1	-3	-0.4	x	0.8	1
CC(/C=N/NC(=O)Cc1cc(=O)[nH][nH]1)=C\c1ccccc1	x	-3	-2	0.5	-8	0.0	x	-0.2	-4

Whole records, quoted from the list. Screens in order: PriA SSB inh | Anthrax LF inh2 | PrPC TRFRET | BoNT A protease | Y pestis TopoI | PfHsp40 yeast | TcdB GH inh | BH1578 lux ind | SARS 3CLpro inh
`O=C(COC(=O)COc1ccccc1[N+](=O)[O-])Nc1ccc(S(=O)(=O)N2CCCCC2)cc1` reads 8 | 3 | 6 | 0.2 | 10 | 2.4 | x | -0.7 | 10
`O=C1NC2(CCCCC2)C(=O)N1CCS(=O)(=O)Oc1ccccc1` reads -8 | -7 | -1 | 1.1 | -3 | -0.4 | x | 0.8 | 1
`CCN(C(=O)COC(=O)CNS(=O)(=O)c1ccccc1)c1ccccc1` reads -8 | -3 | -4 | -0.5 | 2 | 1.3 | -0.8 | -0.5 | -1

(next part)
SMILES	PriA SSB inh	Anthrax LF inh2	PrPC TRFRET	BoNT A protease	Y pestis TopoI	PfHsp40 yeast	TcdB GH inh	BH1578 lux ind	SARS 3CLpro inh
O=C(CC1C(=O)NCCN1Cc1ccc(-c2ccccc2)cc1)NC1CCC1 (stereo not given)	5	0	1	0.5	21	-2.8	-0.8	-0.3	-1
CCCCNC(=S)N(C)/N=C/c1c(C)[nH]c2ccccc12	x	5	6	32*	-14	-1.6	x	-0.3	3
CC[C@]12c3[nH]c4ccccc4c3CCN1C(=O)C(CC(=O)NCCN1CCOCC1)C[C@@H]2C(=O)N1CCN(C(=O)C2CC2)CC1 (stereo not given in full)	-20	-2	4	-1.1	-3	-0.9	1.2	-0.5	x
COc1ccc(NC(=S)NCc2ccc(S(N)(=O)=O)cc2)cc1OC	4	-5	-5	-0.1	2	-0.7	0.0	-0.3	-2
Cc1cccc(Oc2nc(-c3ccncc3)nc3ccccc23)c1	-9	-18	1	u	22	15	2.4	-0.6	-1
CSCCC(NC(=O)c1ccc(Cl)cc1Cl)C(=O)OC1CCCCC1=O (stereo not given)	-2	x	-1	x	7	1.6	0.5	-0.3	x
CC(C)C[C@@H](COCc1ccc(Cl)cc1)N1CCN(C(=O)c2ccc(C(F)(F)F)cc2)CCC1=O	x	-1	-1	-0.1	x	x	1.7	x	x
CN1CCN(C(=O)c2ccc(CN(c3ccccc3)S(=O)(=O)c3ccccc3)cc2)CC1	-9	-3	-1	0.5	19	0.4	-0.4	i	1
COc1cccc(OC)c1C(=O)Nc1ccc(S(=O)(=O)N2CCCCC2)cc1	-10	0	7	2.4	-1	0.0	-7.1	-0.3	5
CCn1c(O)c(C=NC2CCCC2)sc1=S	15	-2	-11	-1.1	-4	0.2	x	-0.2	0
O=C(C1=C(c2ccccc2)C(=O)c2ccccc2C1=O)c1ccccc1	11	0	-4	0.0	1	1.6	0.6	-0.1	3
COc1ccc(C2c3ccc(O)cc3Oc3ncn(Cc4ccco4)c(=N)c32)cc1OC (stereo not given)	7	-4	0	-0.2	1	-0.6	0.2	-0.4	0
CCCNC(=O)NC(=O)COC(=O)c1oc2ccc(OCC)cc2c1C	-4	-1	-2	-0.4	11	-0.1	x	i	1
Cc1ccc(CNC(=O)c2cc(-c3ccccc3)n(Cc3cc(C)no3)n2)cc1	-8	3	4	-0.6	40	1.2	0.6	i	x
Cc1occc1-c1nc(-c2ccccn2)no1	-5	-4	-2	0.1	6	-1.5	x	i	2
CCn1c(SCC(=O)N2CCCCC2)nc2c([nH]c3ccccc32)c1=O	x	5	-5	0.0	2	x	-0.4	-5.0	x
O=C(CSc1ncc(C(F)(F)F)cc1Cl)N1CCN(S(=O)(=O)c2ccc3ccccc3c2)CC1	5	-4	5	0.7	u	0.6	5.3	i	2
Cc1cc(C)cc(C(=O)NCC(=O)OCC(=O)NC2CCCc3ccccc32)c1 (stereo not given)	-4	1	5	0.8	28	-0.7	4.4	0.8	x
O=C(Nc1ccccc1F)c1ccccc1C(=O)Nc1ccccc1F	-4	3	-5	3.0	-10	x	0.5	i	x
O=c1cc(-c2ccccc2Cl)oc2c(NS(=O)(=O)c3cc(Cl)cc(Cl)c3O)ccc(O)c12	2	7	x	-0.9	-2	0.1	x	-0.1	3
Cc1ccc2nc(-c3ccc(NC(=O)COC(=O)c4ccc([N+](=O)[O-])o4)cc3)sc2c1	-13	0	1	0.3	-14	-0.1	-1.0	-0.2	-5
COC(=O)CC1C(=O)NCCN1C(=O)CSc1nnnn1-c1ccc(OC)cc1 (stereo not given)	-19	-4	2	-1.1	-7	-0.7	4.2	x	8
Cc1cccc(OCC(=O)O/N=C(\N)c2ccncc2)c1	i	-12	7	-1.7	5	-0.4	0.6	0.1	3
CC(C)c1cccc(C(C)C)c1NC(=O)COC(=O)c1ccc(OCC(=O)Nc2cccc(C(F)(F)F)c2)cc1	-4	1	-2	1.2	-2	1.1	x	-0.2	-7
O=C1CC(C2CCCO2)C(=O)N1Cc1ccccc1 (stereo not given)	-2	-2	5	0.5	0	0.1	x	7.1	3
